Assay outcomes: PubChem BioAssay, several laboratories
SRC1 inh: human NCOA1 inhibition; Q15788; HEK293 GAL4-SRC1 luciferase reporter, luminescence; inhibition, % at 3.6 µM; 360,000 compounds, 0.12% hits; AID 588354;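 active = inhibition above the campaign mean plus 3 SD, with each screening campaign given its own cutoff, cut at about 60% in these data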;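 note: 0% = DMSO treated cells and 100% = gossypol at 36 µM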
Granule exo inh: lytic granule exocytosis inhibition; 360,000 compounds, 0.66% hits; TALL-104 LAMP-1 surface exposure, flow cytometry; cells stimulated with thapsigargin and PMA; inhibition, % at 10 µM;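 active = inhibition above about 55%, limit read from the data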
TROY NFkB inh: TROY signaling inhibition; Q293 LMP1-TROYcd NF-kB luciferase reporter, 4 h; AID 1347056; 360,000 compounds, 0.98% hits; inhibition, % at 10 µM;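 active = compounds whose plate-normalised and pattern-corrected inhibition of the luciferase reporter signal at the single screening dose is 50% or more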
COUP-TFII inh: blocks human COUP-TFII nuclear receptor | HEK293T NGFI-A luciferase reporter, luminescence | inhibition, % at 8.6 µM | 370,000 compounds, 0.7% hits | AID 686940;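 active = inhibition above a per-plate cutoff, mean inhibition of test wells between control levels plus 3 SD, cut at about 38% in these data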;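 note: cells cotransfected with COUP-TFII expression vector driving the NGFI-A reporter; 0% = median of COUP-TF2 test wells and 100% = reporter-only cells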
SRC3 inh: inhibitors of human steroid receptor coactivator 3 (SRC3); Q9Y6Q9; 360,000 compounds, 0.17% hits; HEK293 GAL4-SRC3 luciferase reporter, luminescence; AID 588352; inhibition, % at 3.6 µM;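 active = inhibition above a per-campaign cutoff, the mean of all compounds plus 3 SD, cut at about 60% in these data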;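 note: 0% = DMSO-treated cells and 100% = gossypol-treated cells at 36 µM; higher means less SRC3-driven luciferase light from the GAL4 reporter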
LRH-1 inv ag: NR5A2 inverse agonism in reporter assay; 360,000 compounds, 0.13% hits; AID 602396; inhibition, % at 3.6 µM; HEK293T StAR-luciferase reporter, LRH-1 transfected, 24 h; O00482;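 active = inhibition above the mean inhibition of all tested compounds plus 3 SD, cut at about 73% in these data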;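 note: 0% = DMSO wells and 100% = reporter-only cells lacking LRH-1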
TWEAK Fn14 block: TWEAK-Fn14 signaling inhibition | TWEAK-stimulated Fn14 reporter cells, luciferase luminescence, 8 h | inhibition, % at 10 µM | 360,000 compounds, 2% hits | AID 1159606; in the data active = inhibition above about 50%
NOD2 RIPK2 PPI: NOD2-RIPK2 protein interaction inhibition; inhibition, % at 4.98 µM; 360,000 compounds, 0.38% hits; CHO BLA complementation NOD2-RIPK2, CCF4 ratio; O43353; AID 624267; in the data active = inhibition above about 21%;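 note: 0% = vehicle only and 100% = reference blocker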
SRC2 inh: human SRC2 (NCOA2) inhibition. Q15596. HEK293 GAL4-SRC2 luciferase reporter, luminescence. inhibition, % at 9 µM. 370,000 compounds, 0.17% hits;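 active = inhibition above the mean inhibition of all tested compounds plus 3 SD, set per campaign, cut at about 52% in these data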;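 note: 0% = DMSO treated cells and 100% = cells given Gossypol at 36 µM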
TLR9-MyD88 inh: blocks human TLR9 binding to MyD88; CHO BLA complementation TLR9-MyD88, CCF4 FRET ratio; inhibition, % at 4.98 µM; 340,000 compounds, 0.21% hits; Q9NR96+Q99836;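 active = inhibition above the mean over all tested compounds plus 3 SD, cut at about 21% in these data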;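 note: 0% = DMSO only wells and 100% = clavulanate BLA inhibitor control wells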
Target sequence (Q99836 whole entry, looked up): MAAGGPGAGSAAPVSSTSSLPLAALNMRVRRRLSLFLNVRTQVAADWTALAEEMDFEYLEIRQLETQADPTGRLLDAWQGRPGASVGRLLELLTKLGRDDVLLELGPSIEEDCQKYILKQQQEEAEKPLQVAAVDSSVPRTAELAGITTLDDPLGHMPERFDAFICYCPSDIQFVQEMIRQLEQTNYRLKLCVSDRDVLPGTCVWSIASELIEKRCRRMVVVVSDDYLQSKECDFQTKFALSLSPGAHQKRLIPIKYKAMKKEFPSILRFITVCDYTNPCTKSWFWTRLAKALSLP
Target sequence (Q9NR96 whole entry, looked up): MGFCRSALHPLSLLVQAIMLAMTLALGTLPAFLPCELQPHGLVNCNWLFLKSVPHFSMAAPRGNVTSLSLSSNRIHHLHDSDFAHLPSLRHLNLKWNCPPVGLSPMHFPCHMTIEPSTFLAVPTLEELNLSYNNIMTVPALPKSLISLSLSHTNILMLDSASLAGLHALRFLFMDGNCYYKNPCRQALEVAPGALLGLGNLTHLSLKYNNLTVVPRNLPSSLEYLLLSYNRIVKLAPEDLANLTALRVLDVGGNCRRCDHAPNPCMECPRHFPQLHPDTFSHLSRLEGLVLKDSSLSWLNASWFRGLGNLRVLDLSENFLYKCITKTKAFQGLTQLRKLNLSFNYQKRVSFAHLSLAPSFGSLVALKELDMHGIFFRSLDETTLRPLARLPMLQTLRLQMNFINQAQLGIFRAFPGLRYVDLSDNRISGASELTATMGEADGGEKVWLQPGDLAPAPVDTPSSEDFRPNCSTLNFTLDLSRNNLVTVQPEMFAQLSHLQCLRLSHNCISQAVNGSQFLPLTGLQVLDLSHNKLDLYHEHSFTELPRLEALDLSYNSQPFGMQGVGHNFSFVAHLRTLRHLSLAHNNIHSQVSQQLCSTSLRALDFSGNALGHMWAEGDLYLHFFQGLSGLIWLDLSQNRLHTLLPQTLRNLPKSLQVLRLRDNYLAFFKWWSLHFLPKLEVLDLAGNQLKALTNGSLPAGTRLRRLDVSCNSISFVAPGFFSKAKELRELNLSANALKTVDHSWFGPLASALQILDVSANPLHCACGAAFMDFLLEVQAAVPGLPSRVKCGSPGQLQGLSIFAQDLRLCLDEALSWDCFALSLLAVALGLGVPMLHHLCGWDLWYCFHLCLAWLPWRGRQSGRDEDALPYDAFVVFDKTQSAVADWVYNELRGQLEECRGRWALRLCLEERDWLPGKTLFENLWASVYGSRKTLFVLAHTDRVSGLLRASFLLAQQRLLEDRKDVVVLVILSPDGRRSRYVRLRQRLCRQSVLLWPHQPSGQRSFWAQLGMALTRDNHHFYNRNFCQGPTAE
ABHD5-PLIN5 inh: inhibitors of human ABHD5-perilipin-5 interaction | AID 602281 | 360,000 compounds, 0.78% hits | Q00G26+Q8WTS1 | Split G. princeps luciferase complementation, luminescence, 4 h | inhibition, % at 4 µM;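 active = inhibition above the mean inhibition across every tested compound plus 3 SD, cut at about 22% in these data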;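 note: 0% = DMSO only wells and the 100% control is not disclosed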
Starred values were filed as active, the others as inactive; / = not tested or not shown. Only part of the results is shown, so the mix of outcomes need not match the whole.

SMILES	SRC1 inh	Granule exo inh	TROY NFkB inh	COUP-TFII inh	SRC3 inh	LRH-1 inv ag	TWEAK Fn14 block	NOD2 RIPK2 PPI	SRC2 inh	TLR9-MyD88 inh	ABHD5-PLIN5 inh
O=c1[nH]c(C(F)(F)F)nc2c1nc1n2CCC1	-7	0	-7	-4	-11	23	-38	-11	-8	0	13
COc1ccc(OC)c(-n2c(-c3ccc(O)cc3O)n[nH]c2=S)c1	-17	6	-4	-5	-4	-19	5	-13	-34	-2	-3
COC(=O)CCCC(=O)N(C)CC1CCCN(CCc2ccccc2C)C1 (stereo unspecified)	-7	2	-9	17	3	12	-5	-5	-20	0	6
COc1ccc(C(=O)NCC(=O)N2CCCCC2)cc1OC	1	-1	-3	-5	19	7	-14	2	-19	-12	6
CC(=O)Nc1cccc(-c2csc(NCc3ccco3)n2)c1	0	10	1	6	-11	-2	29	-5	-21	1	2
CNC(=O)/C(C#N)=C/c1ccc(-c2nc3ccccc3s2)o1	-70	-3	-109	-22	-91	-45	-16	-10	-58	/	35*
COc1ccc(CP(=O)(c2ccccc2)c2ccccc2)cc1	2	36	6	4	2	-8	0	0	2	2	-2
NS(=O)(=O)c1ccc(CNC(=S)NCc2ccc(F)cc2)cc1	-12	-6	-11	-10	18	-7	10	-4	-10	-1	-3
COCCN(C(=O)CCC(=O)Nc1cc(C)on1)C(C(=O)NC(C)(C)C)c1ccccc1Cl (stereo unspecified)	11	-4	-2	-13	22	-6	8	-6	12	6	-2
CSc1cccc(CN2CCN(Cc3ccc(F)c(F)c3)C(CCO)C2)c1 (stereo unspecified)	-25	-2	6	21	17	-31	-2	2	2	3	0
Cc1nnc(SCCN2CCOCC2)c2nn(-c3ccccc3F)c(C)c12	-4	0	14	0	13	19	1	-7	-3	5	8
Nn1c(SCC(=O)Nc2ccc3c(c2)OCO3)nnc1C1CCCCC1	6	-4	-4	0	12	14	41	-3	-2	-3	8
Brc1ccc(-c2ccc(/C=N/Nc3nncc(-c4ccccc4)n3)o2)cc1	-12	4	-11	9	-4	17	16	-3	-2	-8	1
CN1CCN(C(=O)c2cc3c(s2)-c2ccccc2S(=O)(=O)C3)CC1	14	4	5	1	-3	3	-8	-8	-7	6	1
CS(=O)(=O)c1ccc2nc(NC(=O)CCC(=O)c3cccs3)sc2c1	-36	0	-20	-16	-18	17	12	-6	-35	-2	-1
Fc1ccccc1N1CCN(CC2CCCCC2)CC1	-16	-7	4	0	-33	2	-4	7	-9	-1	4
CCc1cc(C(=O)N2CCN(c3ccccn3)CC2)sc1C	-18	10	-39	2	3	-1	-1	-9	-29	8	5
CCc1noc(C)c1C(=O)OCC(=O)NC(=O)c1ccccc1OC	13	0	22	-8	-10	-2	-9	-3	-22	8	-2
COCCN1C(=O)C(=O)/C(=C(/O)c2ccc(OC(C)C)cc2)C1c1cccnc1 (stereo unspecified)	-3	-3	-9	4	5	8	-2	10	-49	-7	-4
COc1ccc(OC)c(/C=N\NC(=O)c2c(C)nc3cc(C)ccn23)c1	-12	-8	-3	2	-3	-13	-13	3	0	-7	-2
O=[N+]([O-])c1ccc(Cl)cc1CNc1ccc(F)c(F)c1	0	-2	-4	5	24	15	-12	-3	-1	3	3
C=C(C)CSc1nc(N)c2c3c(sc2n1)CCC3	-69	1	-42	/	-61	-94	-17	1	/	-1	-12
O=C(O)Cc1sc(-c2ccc(C(=O)O)cc2)nc1-c1ccccc1	2	-2	-28	-4	-7	-56	10	3	-17	15	6
CCOc1ccc(C2c3cc(OC)c(OC)cc3CC(=O)N2c2ccccc2)cc1 (stereo unspecified)	-28	-5	9	3	16	-34	-28	-7	-16	-14	-4
O=C(OCc1cccc(C(F)(F)F)c1)c1cc([N+](=O)[O-])ccc1N1CCOCC1	-6	-8	-7	-1	10	-4	-16	-3	16	5	5
Cc1cccc(N2CCN(C(=O)CCc3nc4ccccc4c(=O)[nH]3)CC2)c1C	-9	3	1	-2	-6	-1	20	2	-5	-6	4
NCCC(=O)N1c2ccccc2Sc2ccccc21	-2	6	5	-22	17	-25	13	15	7	0	-2
C/C(=C\C(=O)c1cccnc1)Nc1ccc(O)cc1	-29	11	2	12	-31	16	13	9	-2	-1	-19
Cc1cccc(Cn2nc(C(C)(C)C)cc2C(=O)N2CCOCC2)c1	-20	6	28	-2	-15	-3	0	5	14	-14	7
NC(=O)C1CCN(C(=O)CC2(CC(=O)O)CCCC2)CC1	2	-8	-2	12	8	17	0	0	-1	2	4
CC1=C(C(=O)N(C)C)CC(CC(=O)NC2CCCC2)C(=O)N1CCCN1CCCC1=O (stereo unspecified)	-9	-2	-10	-12	4	-20	-8	-14	3	-4	-5
O=C(O)C1CCC(C(=O)O)SS1 (stereo unspecified)	-6	-4	-11	-2	6	11	12	4	-3	1	11
CCOc1ccc(Cl)cc1S(=O)(=O)N1CCC(C(=O)NC2CC2)CC1	8	-6	-27	15	11	1	18	-1	1	0	6
COc1ccc(S(=O)(=O)N2CCCCC2)cc1NC(=O)CN1C(=O)NC(C)(C2CC2)C1=O (stereo unspecified)	0	-5	-4	-31	-10	-3	7	-3	-22	5	-6
CCOC(=O)c1ccccc1NC(=O)COC(=O)C1CC(=O)N(c2ccc3c(c2)OCCO3)C1 (stereo unspecified)	7	11	-47	-19	0	1	7	-11	-22	-2	4
C=CCNc1nc(NCc2ccccc2)c(C#N)c2c1CN(C)CC2	-30	0	8	-18	-24	-22	7	-3	-67	0	-15
COc1ccccc1OCCn1ccnc1	3	-7	-7	0	-28	1	6	6	-4	1	5
COc1ccc(C2C(C(=O)NCc3cccnc3)c3ccccc3C(=O)N2C)cc1OC (stereo unspecified)	2	1	-1	-8	1	3	-15	-3	-10	5	1
Nc1nc(N2CCN(c3ccccn3)CC2)nc2ccccc12	-56	35	-51	-40	-82	-77	-28	4	-53	-2	-1
Cc1cc(C)c2c(CN3CCOCC3)cc(=O)oc2c1	8	2	-5	-10	11	13	4	1	-39	9	-2
CC1CCCCC1NC(=O)C1CCN(S(=O)(=O)c2cccc3nonc23)CC1 (stereo unspecified)	-3	-2	1	-7	14	10	36	-5	-3	-6	1
CC(=NCCCn1ccnc1)c1c(C)[nH]n(-c2ccc([N+](=O)[O-])cc2)c1=O	-1	-2	-11	5	0	37	-10	-6	-15	10	-3
CCN1C(=O)c2cccc3c(S(=O)(=O)Nc4ccncc4)ccc1c23	-6	0	-14	/	7	-10	-5	4	/	9	-5
Cc1ccc(NC(=O)Cn2cccc2)cc1Cl	0	-3	2	/	0	-20	-1	8	/	3	1
CCOC(=O)c1ccc(NC(=O)Cn2c(C)nc3c(sc(=S)n3CC)c2=O)cc1	-9	15	0	-17	5	21	-18	-2	0	-15	-5
N#Cc1ccccc1CSc1nc(N)cc(N)n1	10	-6	1	-10	1	-14	9	9	-24	11	-2
O=C(NCCCN1CCOCC1)c1ccc2c(c1)N(Cc1c(F)cccc1Cl)C(=O)CS2	-8	4	-6	9	-22	34	39	-7	-21	9	4
O=C(CCCNS(=O)(=O)c1ccccc1)NCc1ccco1	-17	1	10	-1	-3	7	1	0	-20	-2	-2
C[C@H](CO)N1C[C@H](C)[C@@H](CN(C)S(=O)(=O)c2ccccc2)Oc2c(NS(=O)(=O)c3cccs3)cccc2C1=O	1	-13	-8	3	-2	4	2	-3	-18	1	12
Cc1ccc(S(=O)(=O)N2[C@@H](c3ccc(Br)cc3)C(C(=O)O)=CC[C@H]2c2cccs2)cc1	3	7	15	8	-1	21	18	-8	9	-1	-2
[O-]C1=N/[N+](=C/c2ccccc2)CC1	-21	-3	-4	9	-20	8	-21	-3	-4	-2	7
Cc1cccc(C)c1-n1nnnc1C1(C)CCC(=O)N1CCCN1CCOCC1 (stereo unspecified)	/	2	5	9	/	22	16	-1	-2	/	-5
COc1cc(CNc2ccc3[nH]c(=O)[nH]c3c2)cc(Br)c1OCc1ccccc1F	-41	1	-9	8	-1	-18	42	8	16	-11	3
Cc1nn(-c2ccccc2)c(C)c1C(=O)OCC(=O)NC(=O)NC1CCCCC1	-39	-6	-2	-14	10	3	12	4	8	10	3
O=C(Nc1ccccc1)c1cc(C2COCCN2C(=O)CCCc2ccccc2)on1 (stereo unspecified)	4	-6	-6	15	-15	-12	6	-14	-7	/	-3
CC(C)n1c(O)c(N=NC(=O)C2COc3ccccc3O2)c2ccccc21 (stereo unspecified)	-5	4	23	0	14	18	2	6	29	-5	-2
NC(=O)NC(=O)C(Nc1ccc(N2CCCCC2)cc1)c1ccccc1 (stereo unspecified)	-12	-9	44	8	-31	17	37	1	16	0	-5
CN(c1ccc(C(=O)Nc2ccccn2)cc1)S(=O)(=O)c1ccccc1	-6	-1	-17	-20	-11	-26	-10	2	-26	-5	5
Cc1ccc2oc(=O)c3cnn(CC(=O)N4CCCc5ccccc54)c3c2c1	-15	3	2	14	-12	5	-29	-8	22	5	7
C=CCn1c(=O)c(C(=O)NCc2ccccc2Cl)c(O)c2ccccc21	2	1	13	-8	0	7	-12	-2	4	-4	-4

Record cards (already shown). Screens in order: SRC1 inh | Granule exo inh | TROY NFkB inh | COUP-TFII inh | SRC3 inh | LRH-1 inv ag | TWEAK Fn14 block | NOD2 RIPK2 PPI | SRC2 inh | TLR9-MyD88 inh | ABHD5-PLIN5 inh
Listed for Cc1ccc(NC(=O)Cn2cccc2)cc1Cl → 0 | -3 | 2 | / | 0 | -20 | -1 | 8 | / | 3 | 1
Listed for CC1CCCCC1NC(=O)C1CCN(S(=O)(=O)c2cccc3nonc23)CC1 (stereo unspecified) → -3 | -2 | 1 | -7 | 14 | 10 | 36 | -5 | -3 | -6 | 1

(cont.)
SMILES	SRC1 inh	Granule exo inh	TROY NFkB inh	COUP-TFII inh	SRC3 inh	LRH-1 inv ag	TWEAK Fn14 block	NOD2 RIPK2 PPI	SRC2 inh	TLR9-MyD88 inh	ABHD5-PLIN5 inh
CS(=O)(=O)c1ccc2nc(NC(=O)Nc3cccc(Cl)c3)sc2c1	-16	36	3	-26	-14	-36	47	5	-20	-9	3
Nc1ccc2oc(-c3ccccn3)nc2c1	-75	-1	-22	-41	-74	-77	4	-8	-51	6	-6
Cc1cc(S(=O)(=O)N2CCCc3ccccc32)ccc1-n1cnnn1	-16	-4	-26	20	10	6	1	-3	5	4	-1
CC1(C)CC(=O)C(C=NCCN2CCN(C3CC(=O)N(c4ccc(Br)cc4)C3=O)CC2)=C(O)C1 (stereo unspecified)	-22	0	-9	6	1	-5	10	1	9	/	-7
Cc1cc(-c2ccc(/C=N/n3cnnc3)o2)ccc1Cl	-4	-2	-14	-4	7	-2	5	-7	-5	0	7
Cc1c(Cc2ccccc2)c(=O)oc2cc(OCC(=O)NCc3ccccn3)ccc12	-4	-4	5	11	-3	7	-5	-2	-17	-13	-1
Cc1ccc(CN2CCC2(C)C(=O)NC(C)C)cc1 (stereo unspecified)	-1	4	-3	5	10	-15	7	-8	19	/	-7
Cc1ccccc1-n1c(SCC(=O)N/N=C/c2c(C)nn(-c3ccccc3)c2C)nc2ccccc2c1=O	14	2	6	11	15	-29	-21	-15	-19	-10	2
COc1ccc(NC(=O)Cc2c[nH]c3ccccc23)cc1S(=O)(=O)N1CCOCC1	6	-16	-3	15	-1	-4	42	-17	-6	-11	5
CCN1C(=O)/C(=C\c2ccc3c(c2)OCO3)C(C(=O)OC)=C1C	3	1	-24	9	14	19	14	1	-12	-1	13
